Screens deposited in PubChem BioAssay by National Center for Advancing Translational Sciences (NCATS).
Vif-A3G inh – blocks the Vif interaction with human APOBEC3G | Q9HC16 | HeLa A3G-eYFP + Vif (tagged APOBEC3G with the HIV-1 protein that degrades it), YFP fluorescence, overnight | Potency, µM (top dose mostly 46.1 µM), for the others: at the top dose activity, negative = active, usual class: inhibitors | actives 0.076% (n = 410,000) | AID 602310;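 further: on the % scale 0 is the no-effect control and ±100 the full control effect; nearly all actives have a fitted effect of over 60% in size; hits raise eYFP signal because A3G escapes Vif-driven loss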
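Read-out is eYFP fluorescence (Ex 488/Em 500-530) from Vif-expressing HeLa A3G-eYFP cells; more signal means A3G escaped Vif-mediated degradation. Cells plated overnight, compound pinned in, incubated overnight at 37 deg C.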
Vif-APOBEC3F blk – blocks the Vif interaction with APOBEC3F | HeLa A3F-eYFP + Vif (tagged APOBEC3F with the HIV-1 protein that degrades it), YFP fluorescence increase | Potency, µM (series often up to 46.1 µM), for the others: at the highest dose activity, negative = active | actives 0.2% (n = 390,000) | AID 602313; further: % of control where 0% means no effect; nearly all actives have a fitted effect of over 65% in size
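Fluorescence increase (Ex 488/Em 500-530) after overnight compound treatment at 37 deg C flags inhibition of Vif-driven A3F-eYFP loss in stable HeLa A3F-eYFP/Vif cells seeded overnight beforehand.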
12-LOX inh – inhibitors of human 12S-lipoxygenase ALOX12. P18054. purified 12hLO, xylenol orange hydroperoxide absorbance. Potency, µM (highest dose often 108 µM), without a hit: top-dose activity change, negative = inhibition, usual class: inhibitors. actives 1.1% (n = 580,000). AID 1671190; further: on the % scale 0 is the no-effect control and ±100 the full control effect
Target sequence (P18054 whole entry, looked up): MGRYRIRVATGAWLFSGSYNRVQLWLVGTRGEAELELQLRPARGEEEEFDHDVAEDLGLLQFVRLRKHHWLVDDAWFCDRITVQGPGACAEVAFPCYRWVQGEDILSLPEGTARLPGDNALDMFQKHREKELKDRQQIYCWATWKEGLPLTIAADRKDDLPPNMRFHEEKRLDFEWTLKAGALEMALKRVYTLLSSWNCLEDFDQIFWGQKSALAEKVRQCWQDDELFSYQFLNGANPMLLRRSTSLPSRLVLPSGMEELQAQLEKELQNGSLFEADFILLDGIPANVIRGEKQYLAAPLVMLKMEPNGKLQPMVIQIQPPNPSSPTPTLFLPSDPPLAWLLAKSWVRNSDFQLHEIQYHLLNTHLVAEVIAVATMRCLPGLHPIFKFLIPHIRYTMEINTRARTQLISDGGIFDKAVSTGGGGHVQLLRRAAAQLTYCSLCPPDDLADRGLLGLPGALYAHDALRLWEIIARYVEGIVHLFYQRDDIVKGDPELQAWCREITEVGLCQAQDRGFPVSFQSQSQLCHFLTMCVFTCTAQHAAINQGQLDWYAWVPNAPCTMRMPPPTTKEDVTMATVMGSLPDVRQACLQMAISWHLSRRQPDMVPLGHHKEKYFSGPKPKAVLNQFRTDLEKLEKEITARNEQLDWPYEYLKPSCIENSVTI
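Purified human 12hLO (150 nM final) in 25 mM Hepes, 0.01% Triton X-100, pH 7.0 was preincubated 15 min at room temperature with compound. Then 40 uM arachidonic acid was added, 30 min. Hydroperoxide was read by Fe-XO absorbance ratio 573/405 nm.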
RGS4 inh – blocks human RGS4-accelerated GTP hydrolysis. Transcreener GDP fluorescence polarization, RGS4-accelerated GTP hydrolysis. actives 0.039% (n = 390,000). P49798. Potency, µM (titrated, usually from 114 µM), without a hit: top-dose activity change, negative = inhibition, actives largely listed as inhibitors; further: on the % scale 0 is the no-effect control and ±100 the full control effect; nearly all actives have a fitted effect of over 75% in size; some results filed as inactive show a strong effect at the top dose
Target sequence (P49798 whole entry, looked up): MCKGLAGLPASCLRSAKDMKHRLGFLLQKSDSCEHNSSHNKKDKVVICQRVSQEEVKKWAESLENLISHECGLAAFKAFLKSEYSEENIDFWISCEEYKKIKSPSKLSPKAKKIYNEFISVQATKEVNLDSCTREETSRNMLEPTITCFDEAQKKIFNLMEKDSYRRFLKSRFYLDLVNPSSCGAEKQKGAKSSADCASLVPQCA
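MLSMR compounds (23 nl, pin-transferred) preincubated 10 min at room temperature with a 500nM (2x) first reagent, then RGS4 at 900nM (2x) plus Transcreener GDP mix added; fluorescence polarization (620/688 nm) read before and after 90 min at 30 °C.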
USP1-UAF1 inh – USP1/UAF1 (human) deubiquitinase inhibition; O94782; recombinant USP1/UAF1, Ub-Rhodamine cleavage fluorescence; Potency, µM (top dose mostly 57.1 µM), without a hit: top-dose activity change, negative = inhibition, most hits filed as inhibitors; actives 0.23% (n = 390,000); AID 743255; further: on the % scale 0 is the no-effect control and ±100 the full control effect; nearly all actives have a fitted effect of over 60% in size; inactives centre near -12
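USP1/UAF1 complex (1 nM) preincubated 15 min at room temperature with compound, then Ub-Rho substrate (150 nM final) added. Kinetic fluorescence at 480/540 nm over 6 reads at 60 s intervals; 50 mM HEPES pH 7.8, 0.5 mM EDTA, 0.1 mg/ml BSA, 1 mM TCEP, 0.01% Tween-20.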
RXFP1 ag – RXFP1 (human) receptor agonism. AID 2676. Q9HBX9. HEK293T-RXFP1 cAMP TR-FRET, 30 min; response scale: percent of porcine relaxin response, buffer zero. Potency, µM (top dose mostly 57.5 µM), without a hit: at the highest dose activation, hits mostly activators. actives 0.3% (n = 370,000); further: on the % scale 0 is the no-effect control and ±100 the full control effect; nearly all actives have a fitted effect of over 60% in size; many of its hits are not listed in these tables
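HEK293 cells stably expressing RXFP1, treated 30 min at 37C with compounds plus PDE4 inhibitor Ro 20174; cAMP measured by HTRF TR-FRET. Normalized to buffer and 29 nM porcine relaxin; EC50 by Hill fit.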
mIDH1 inhibitor – inhibitors of human mutant IDH1 R132H | Potency, µM (titrated, usually from 76.6 µM), inactives show top-dose activity change, negative = inhibition, usual class: inhibitors | IDH1-R132H enzyme, NADPH consumption, diaphorase/resazurin fluorescence | actives 0.093% (n = 390,000); further: on the % scale 0 is the no-effect control and ±100 the full control effect; nearly all actives have a fitted effect of over 65% in size
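IDH1-R132H (0.5 ug/mL dispensed) in pH 7.5 Tris buffer was preincubated 30 min with compound, then given a substrate mix of 0.016 mM NADPH and 2 mM alpha-KG for 80 min at room temperature; remaining NADPH was read by diaphorase/resazurin fluorescence.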
TrxR1 substrate – is turned over as a substrate by rat TrxR1; O89049; purified TrxR1 substrate turnover, NADPH consumption readout; Potency, µM (doses to about 114 µM), for inactives: top-dose activity change, negative = substrate turnover; actives 0.01% (n = 390,000); AID 588456; further: on the % scale 0 is the no-effect control and ±100 the full control effect; nearly all actives have a fitted effect of over 50% in size
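Rat TrxR1, dispensed at 90 nM, was prereduced with 400 uM NADPH (final) for 5 min at ~22 deg C, then incubated with compound 15 min before 400 uM selenite. A first-read NADPH fluorescence drop versus no-compound background flagged substrates.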
rTrxR1 inhibitor – rat TrxR1 inhibition; O89049; recombinant rTrxR1, NADPH fluorescence consumption, selenite substrate; Potency, µM (series often up to 114 µM), for inactives: at the top dose activity change, negative = inhibition, hits mostly inhibitors; actives 1% (n = 390,000); AID 588453; further: on the % scale 0 is the no-effect control and ±100 the full control effect; nearly all actives have a fitted effect of over 65% in size
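Rat TrxR1 (90 nM in the dispensed reagent) was pre-reduced with 400 uM NADPH for 5 min at room temperature, then incubated with compound for 15 min. After 400 uM selenite was added, NADPH fluorescence (Ex 340/Em 450 nm) was followed for 8 min.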
Starred values were filed as active, the others as inactive; ? = inconclusive; . = no result given; [ ] = another dose, or the depositor's remark. The call rests on the fitted dose curve; in most records, active means well fitted curve in the direction sought with a large enough effect; inconclusive means small, poorly fitted or top-dose-only effect, or another doubt; inactive means no such curve, though single readings can be large; an effect the other way counts as inactive or inconclusive. Potency means the concentration at half of the fitted maximal effect. An excerpt; the hit share may differ from the screen's.

Letter code – A = Vif-A3G inh; B = Vif-APOBEC3F blk; C = 12-LOX inh; D = RGS4 inh; E = USP1-UAF1 inh; F = RXFP1 ag; G = mIDH1 inhibitor; H = TrxR1 substrate; I = rTrxR1 inhibitor
COC(=O)c1cc(C#N)c(NCc2ccccc2)nc1C
  A: -5% | B: -7% | C: 0% | D: -67%[11.4 µM] | E: -21% | F: 1.1% | G: 2% | H: 24%[57.1 µM] | I: 39%[activator][57.1 µM]

CCOC(=O)c1ccc(NC(=O)NCCOCCn2c(=O)oc3ccccc32)cc1
  A: 3% | B: 9% | C: -23% | D: 9% | E: -12% | F: -3.3% | G: 12% | H: -5% | I: 14%

CNc1csc(C)c(C)c1=O
  A: 0% | B: 0% | C: ? | D: 16% | E: 2% | F: -0.4% | G: 0% | H: 0% | I: 16%

Cc1cccc(NC(=O)C2CCC(CNS(=O)(=O)c3ccc4c(c3)CCCC(=O)N4)CC2)c1C (configuration not stated)
  A: 5% | B: 5% | C: -13% | D: 10% | E: -9% | F: 0.0% | G: 0% | H: -5%[57.1 µM] | I: -5%[57.1 µM]

Cc1ccc(S(=O)(=O)Nc2ccc3c(c2)CCC3)cc1C
  A: 1% | B: 6% | C: -6% | D: -10% | E: -20% | F: -1.9% | G: 3% | H: 2% | I: 15%

CCOC(=O)C(NC(=O)c1ccccc1)(Nc1nnc(C)s1)C(F)(F)F (configuration not stated)
  A: 2% | B: 4% | C: 0% | D: 16%[11.4 µM] | E: 3% | F: 2.3% | G: 1% | H: -12% | I: -12%

COC(=O)c1cc2oc3ccccc3c2n1CC(=O)Nc1cc(OC)cc(OC)c1
  A: -1% | B: -8% | C: -21% | D: 25% | E: -17% | F: 29% | G: 2% | H: 19% | I: 22%

CN1CCN(c2ccc(NC(=O)c3ccc(C#N)cc3F)cc2Cl)CC1
  A: 6% | B: -13% | C: -5% | D: 17% | E: -12% | F: 0.4% | G: -5% | H: -18% | I: -22%

CC(c1ccccc1)C1CC(=O)N(c2ccc([N+](=O)[O-])cc2)C1=O (configuration not stated)
  A: 2% | B: -14% | C: 0% | D: -15% | E: -21% | F: 2.2% | G: -3% | H: -5% | I: 6%

CC1CCC(C(C)C)C(OCC(O)CNC(C)(C)C)C1 (configuration not stated)
  A: 1% | B: 1% | C: -7% | D: -6% | E: -24% | F: -1.0% | G: -7% | H: -3% | I: -4%

COCCN1C(=O)N(c2ccccc2)C(=O)C1CC(=O)Nc1cc(OC)cc(OC)c1 (configuration not stated)
  A: 2% | B: 2% | C: ? | D: 18% | E: 0% | F: -0.5% | G: 1% | H: -3% | I: -3%

COc1ccccc1CN1CC(C(=O)N2CCCCO2)CCC1=O (configuration not stated)
  A: 0% | B: 3% | C: -20% | D: -2% | E: -22% | F: -1.0% | G: 0% | H: 2% | I: 17%

CCOC(=O)CNS(=O)(=O)c1ccc(F)cc1Br
  A: 1% | B: . | C: . | D: -2% | E: . | F: . | G: . | H: -7% | I: ?

CCOc1ccccc1NC(=O)CN1C(=O)CC(c2ccc(OC)c(OC)c2)Sc2ccccc21 (configuration not stated)
  A: -6% | B: -10% | C: -34% | D: 2% | E: -34% | F: 0.3% | G: -1% | H: -2% | I: 18%

CCN(CC)S(=O)(=O)c1cccc(NC(=O)COC(=O)/C=C/c2ccco2)c1
  A: 2% | B: -12% | C: ? | D: -8% | E: -6% | F: -1.5% | G: 2% | H: -10% | I: ?

CCOC(=O)c1ccccc1NC(=O)COC(=O)C1CC(=O)N(CCc2ccccc2)C1 (configuration not stated)
  A: -1% | B: 2% | C: 9% | D: 5% | E: -12% | F: 0.9% | G: 3% | H: 0% | I: -2%

CCOC(=O)N1CCc2c(sc(NC(=O)CN3CCN(C)CC3)c2C(=O)Nc2ccccc2)C1
  A: 1% | B: -12% | C: 4% | D: 5% | E: -5% | F: 3.7% | G: 2% | H: 4% | I: 12%[57.1 µM]

CCc1ccccc1N(C)C(=O)c1cc2c(=O)oc3ccccc3c2s1
  A: -2% | B: -5% | C: 0% | D: 5% | E: -33% | F: 0.7% | G: -1% | H: -10% | I: 9%

COC(=O)c1ccc(Oc2nc(NC(C)C)nc(N(C)C)n2)cc1
  A: 2% | B: 9% | C: 0% | D: 23% | E: -11% | F: 0.8% | G: -1% | H: 12%[57.1 µM] | I: 24%[57.1 µM]

Cn1c(=O)c2ccccc2n(CC(=O)Nc2ccc3c(c2)OCCO3)c1=O
  A: 1% | B: -1% | C: 7% | D: 12% | E: -26% | F: 0.2% | G: -6% | H: 3%[0.457 µM] | I: 5%

Cc1nnc(SCC(=O)NC2(C#N)CCCCC2)n1N
  A: -4% | B: -6% | C: 4% | D: . | E: ? | F: . | G: 5% | H: . | I: .

COc1ccc(OC)c(/C=N/c2oc(-c3ccco3)c(-c3ccco3)c2C#N)c1
  A: -12% | B: -3% | C: ? | D: ? | E: -7% | F: -0.4% | G: -1% | H: -1%[57.1 µM] | I: ?

O=C(NNC(=O)C1CCN(S(=O)(=O)c2cccc(Cl)c2)CC1)C1CC1
  A: 2% | B: -12% | C: 27% | D: -10%[56.9 µM] | E: -24% | F: -3.4% | G: 13% | H: -4% | I: 11%

O=C(CC1Sc2ccccc2NC1=O)c1ccc(Br)cc1 (configuration not stated)
  A: 1% | B: -3% | C: 5% | D: -1% | E: -9% | F: 1.1% | G: 2% | H: -8% | I: 4%

CCC1=NN(C(=O)c2ccc(Cl)cc2)C(O)(c2ccccc2)C1 (configuration not stated)
  A: -1% | B: 5% | C: -8% | D: -13% | E: -8% | F: -2.3% | G: -7% | H: -5% | I: 11%

Molecules from the list above with bromine, in the order listed:
Letter code – A = Vif-A3G inh; B = Vif-APOBEC3F blk; C = 12-LOX inh; D = RGS4 inh; E = USP1-UAF1 inh; F = RXFP1 ag; G = mIDH1 inhibitor; H = TrxR1 substrate; I = rTrxR1 inhibitor
CCOC(=O)CNS(=O)(=O)c1ccc(F)cc1Br
  A: 1% | B: . | C: . | D: -2% | E: . | F: . | G: . | H: -7% | I: ?

O=C(CC1Sc2ccccc2NC1=O)c1ccc(Br)cc1 (configuration not stated)
  A: 1% | B: -3% | C: 5% | D: -1% | E: -9% | F: 1.1% | G: 2% | H: -8% | I: 4%

Continued.
Letter code – A = Vif-A3G inh; B = Vif-APOBEC3F blk; C = 12-LOX inh; D = RGS4 inh; E = USP1-UAF1 inh; F = RXFP1 ag; G = mIDH1 inhibitor; H = TrxR1 substrate; I = rTrxR1 inhibitor
Cc1c(C(=O)N(Cc2nnc(-c3ccccc3Cl)o2)C2CC2)oc2ccccc12
  A: 4% | B: -3% | C: 11% | D: -3% | E: -24% | F: 4.0% | G: 14% | H: -6% | I: 18%

COc1ccc(/C=N/Nc2ncc(C(F)(F)F)cc2Cl)cc1OC
  A: 1% | B: -5% | C: 5% | D: 8% | E: 7% | F: 0.6% | G: 2% | H: -4% | I: -26%

O=c1c2cc(NC(=S)NCCCN3CCC(Cc4ccccc4)CC3)ccc2nc2n1CCCCC2
  A: 0% | B: -2% | C: ? | D: -12% | E: -23% | F: 4.7% | G: 4% | H: 1% | I: -13%

COc1ccc(OCC(=O)Nc2cc(NC(=O)COc3ccc(OC)cc3)cc(C(=O)O)c2)cc1
  A: 1% | B: 5% | C: 5% | D: -21% | E: -16% | F: -4.1% | G: -4% | H: 10%[2.29 µM] | I: 30%

CCOc1cccc(-c2nnc(SCC(=O)Nc3cccc(OC)c3)n2N)c1
  A: -5% | B: -19% | C: -19% | D: -24% | E: -5% | F: -0.2% | G: 0% | H: 1% | I: -4%

COc1ccc(/C=N/NS(=O)(=O)c2ccccc2)cc1OC(=O)c1ccc(C)cc1
  A: 1% | B: -7% | C: ? | D: 12% | E: -11% | F: -0.3% | G: -22% | H: -16% | I: -8%

C/C(=N/NS(=O)(=O)c1ccc(Br)cc1)c1cccc(NC(=O)C2CC2)c1
  A: 1% | B: -1% | C: ? | D: . | E: -14% | F: . | G: 6% | H: . | I: .

COc1ccccc1NC(=O)CN1CCN(c2ccccc2)CC1
  A: 1% | B: -19% | C: -4% | D: 14% | E: 0% | F: 1.9% | G: 5% | H: 0% | I: 15%

N#Cc1ccc(C2=CC(=O)C[C@H](c3ccc(F)cc3)C2)cc1
  A: 0% | B: 3% | C: -10% | D: -15% | E: 8% | F: -0.3% | G: 11% | H: -6% | I: 10%

O=C(Nc1cccc(S(=O)(=O)NC2=NCCCCC2)c1)c1cc(-c2ccncc2)nc2ccccc12
  A: -1% | B: -8% | C: -6% | D: 12% | E: -19% | F: 0.8% | G: -19% | H: -6% | I: 9%[57.1 µM]

CCSC1=C(C#N)C(c2ccc(OC)c(OC)c2)CC(=O)N1 (configuration not stated)
  A: 0% | B: 6% | C: 0% | D: 0% | E: -6% | F: 1.6% | G: 1% | H: -14% | I: 8%[57.1 µM]

COc1ccc(Br)cc1C(=O)Nc1ccc(N2CCN(S(C)(=O)=O)CC2)cc1
  A: -1% | B: 3% | C: ? | D: 3% | E: -2% | F: 1.6% | G: 10% | H: 18% | I: 35%[0.457 µM]

CC1CC(C)CN(C(=O)CSc2nc(Cc3cccs3)nc3ccccc23)C1 (configuration not stated)
  A: -11% | B: -2% | C: -4% | D: -2% | E: -10% | F: 5.1% | G: 0% | H: -1% | I: -12%
